TRHR ag: qHTS for Small Molecule Agonists and Allosteric Enhancers of Human TRH Receptor: Primary Screen for Agonists; Thyrotropin-releasing hormone receptor (Homo sapiens), P34981; TRHR cells, calcium flux fluo-8, FDSS agonist mode; activation, % at 2 µM; actives 0.18% (n = 360,000); AID 493084, 2011; in the data active means activation above about 30%; further: 0% is about no effect
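Agonist-mode FDSS calcium read (Ex 480/Em 530, 1 s cycles) in 1536-well TRHR cells with fluo-8 dye, after 10-cycle baseline and 23 nL compound addition; TRH at EC20 (10 nM final) added afterwards for the enhancer phase.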
RXFP1 antag: qHTS Assay for Antagonists of the Relaxin Receptor RXFP1; Relaxin receptor 1 (Homo sapiens), Q9HBX9; HEK293-RXFP1, relaxin-stimulated cAMP HTRF, 30 min; hits give low values; activity change, negative = inhibition, % at 57.5 µM; actives 0.59% (n = 350,000); AID 1259400, 2018;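 active means activity change of -60% or lower, but not beyond a set lower limit; inconclusive means change between -60% and -40%, or beyond the set limit; inactive means change above -40%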; further: on the % scale 0 is the no-effect control and ±100 the full control effect
TRHR enhancer: qHTS for Small Molecule Agonists and Allosteric Enhancers of Human TRH Receptor: Primary Screen for Enhancers; TRHR cells, fluo-8 calcium fluorescence, EC20 TRH enhancement; enhancement, % at 2 µM; actives 0.66% (n = 360,000); in the data active means enhancement above about 30%; further: 0% is about no effect
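TRHR-expressing cells loaded with fluo-8 calcium dye were read kinetically (ex 480/em 530) during compound addition, then stimulated with an EC20 of TRH (10 nM final). Enhancement of the Gq-mediated intracellular calcium response was scored.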
D1 antagonist: Antagonist of Human D 1 Dopamine Receptor: qHTS. activity change, negative = inhibition, % at 10 µM. D(1A) dopamine receptor (Homo sapiens), P21728. HEK293 TREx D1 cells, calcium flux, dopamine EC80; hits give low values. AID 504652, 2011. actives 3.2% (n = 360,000); in the data active means activity change below about -30%; further: on the % scale 0 is the no-effect control and ±100 the full control effect
Target sequence (P21728 whole entry, looked up): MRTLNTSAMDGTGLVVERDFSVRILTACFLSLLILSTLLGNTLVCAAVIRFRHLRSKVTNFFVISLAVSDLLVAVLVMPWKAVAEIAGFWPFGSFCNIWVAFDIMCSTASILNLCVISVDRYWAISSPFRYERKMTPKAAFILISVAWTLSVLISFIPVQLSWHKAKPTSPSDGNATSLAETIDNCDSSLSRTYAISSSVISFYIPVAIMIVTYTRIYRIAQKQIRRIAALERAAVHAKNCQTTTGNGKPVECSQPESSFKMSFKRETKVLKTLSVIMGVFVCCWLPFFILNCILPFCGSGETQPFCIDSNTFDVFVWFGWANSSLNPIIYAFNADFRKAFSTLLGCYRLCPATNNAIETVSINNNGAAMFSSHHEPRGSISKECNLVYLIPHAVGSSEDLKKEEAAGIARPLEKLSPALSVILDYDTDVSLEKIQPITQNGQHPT
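HEK293 T-REx cells expressing inducible, force-coupled D1 receptor; no-wash Ca dye, 30–90 min RT. Cmpd → 180 s read at 1 Hz → EC80 DA → 180 s read.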
RXFP1 agonist: qHTS Assay for Agonists of the Relaxin Receptor RXFP1; Relaxin receptor 1 (Homo sapiens), Q9HBX9; HEK293T-RXFP1 cAMP TR-FRET, 30 min; response scale: percent of porcine relaxin response, buffer zero; Potency, µM (highest dose often 57.5 µM), without a hit: top-dose activation, usual class: activators; actives 0.3% (n = 370,000); further: potency means the concentration at half of the fitted maximal effect; on the % scale 0 is the no-effect control and ±100 the full control effect; nearly all actives have a fitted effect of over 60% in size; many of its hits are not listed in these tables
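HEK293 cells stably expressing RXFP1, treated 30 min at 37C with compounds plus PDE4 inhibitor Ro 20174; cAMP measured by HTRF TR-FRET. Normalized to buffer and 29 nM porcine relaxin; EC50 by Hill fit.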
D2 potentiator: HTS Assay for Positive Allosteric Modulators of the Human D2 Dopamine Receptor: Primary Screen for Potentiators. HEK293 T-REx D2, calcium flux, EC20 dopamine potentiation. D(2) dopamine receptor (Homo sapiens), P14416. actives 0.34% (n = 340,000). potentiation, % at 10 µM;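 active means potentiation over 3 SD above the plate norm, cut at about 30% in these data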; further: 0% is about no effect
Target sequence (P14416 whole entry, looked up): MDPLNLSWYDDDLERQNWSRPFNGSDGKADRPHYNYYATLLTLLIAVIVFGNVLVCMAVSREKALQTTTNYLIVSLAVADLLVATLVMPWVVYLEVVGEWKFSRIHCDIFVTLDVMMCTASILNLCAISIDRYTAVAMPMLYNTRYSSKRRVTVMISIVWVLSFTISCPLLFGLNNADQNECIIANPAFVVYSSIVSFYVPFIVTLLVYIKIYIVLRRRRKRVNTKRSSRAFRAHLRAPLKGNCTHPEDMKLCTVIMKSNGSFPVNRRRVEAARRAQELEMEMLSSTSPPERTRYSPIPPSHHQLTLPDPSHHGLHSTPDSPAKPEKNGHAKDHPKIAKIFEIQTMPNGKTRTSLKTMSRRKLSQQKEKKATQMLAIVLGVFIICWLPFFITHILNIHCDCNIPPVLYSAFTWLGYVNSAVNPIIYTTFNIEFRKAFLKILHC
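Using a no-wash calcium dye in inducible, force-coupled HEK293 Trex cells expressing D2, we tracked fluorescence each second for 180 s after compound, then for 180 s after EC20 dopamine to detect augmented signalling.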
D1 potentiator: Potentiators of Human D1 Dopamine Receptor: qHTS | D(1A) dopamine receptor (Homo sapiens), P21728 | HEK293 TREx D1 cells, calcium flux, dopamine EC20 potentiation | potentiation, % at 10 µM | actives 0.036% (n = 360,000); in the data active means potentiation above about 30%; further: 0% is about no effect
D1 ag: Allosteric Agonists of the Human D1 Dopamine Receptor: qHTS. D(1A) dopamine receptor (Homo sapiens), P21728. HEK293 T-REx D1 cells, calcium flux, agonist mode. activation, % at 2 µM. actives 1% (n = 360,000); in the data active means activation above about 30%; further: 0% is about no effect
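Tetracycline-induced HEK293 TREx D1 cells, force-coupled to calcium signalling, were dye-loaded with a no-wash calcium kit. Compound was pin-added after a 10 s baseline. Fluorescence was read kinetically at 1 cycle/s for 180 s, with calcium rises flagged as agonism.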
Apoferritin bind: qHTS Assay for Identification of Novel General Anesthetics; Ferritin light chain (Equus caballus), P02791; apoferritin/1-aminoanthracene competitive binding, fluorescence; Potency, µM (series often up to 77.5 µM), without a hit: at the highest dose activity change, negative = displacement, most hits filed as inhibitors; actives 0.074% (n = 350,000); AID 485281, 2010; further: potency means the concentration at half of the fitted maximal effect; on the % scale 0 is the no-effect control and ±100 the full control effect; nearly all actives have a fitted effect of over 20% in size
Target sequence (P02791 2-175 limits assumed): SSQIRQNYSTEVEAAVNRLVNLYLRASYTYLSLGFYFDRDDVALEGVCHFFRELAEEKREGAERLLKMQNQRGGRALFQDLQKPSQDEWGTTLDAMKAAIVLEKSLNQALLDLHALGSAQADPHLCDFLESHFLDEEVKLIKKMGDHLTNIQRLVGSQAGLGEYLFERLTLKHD
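Concentration-response curves derived by four-parameter Hill fitting of normalized fluorescence, where compounds displaced 1-AMA from 10 uM horse apoferritin following a brief 10 min room-temperature incubation; propofol titration acted as positive control.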
* marks the source's active call; other numbers are inactive results; ? = inconclusive; . = not tested or not shown; [ ] = another dose, or the depositor's remark. Unless noted, the call rests on the fitted dose curve; in most records, active means well fitted curve in the direction sought with a large enough effect; inconclusive means small, poorly fitted or top-dose-only effect, or another doubt; inactive means no such curve, though single readings can be large; an effect the other way counts as inactive or inconclusive. Some of the compounds tested; the hit share may differ from the screen's.

SMILES | TRHR ag | RXFP1 antag | TRHR enhancer | D1 antagonist | RXFP1 agonist | D2 potentiator | D1 potentiator | D1 ag | Apoferritin bind
COc1cccc(-n2nnc3c(=O)n(Cc4ccc(C)cc4)cnc32)c1 | 0.1 | 13 | 4 | -3 | 0.8% | 3 | 0 | 5 | ?
CC1CCN(C(=O)c2ccccc2NC(=O)c2cccc(S(=O)(=O)N(C)C)c2)CC1 | -0.5 | 4 | -1 | 5 | 1.0% | 6 | 4 | 0 | -10%
CCOC(=O)/C(=C/c1ccc(OC)cc1)NC(=O)c1ccco1 | 0.5 | -14 | -1 | 6 | 0.0% | . | -5 | 2 | -2%
CCOC(=O)C1CCCN(S(=O)(=O)c2cc3c4c(c2)CCN4C(=O)CC3)C1 (stereo unspecified) | -0.7 | -9 | 1 | -1 | 2.4% | 16 | -2 | 12 | .
CCOC(=O)c1c(NC(=O)CSc2nc3ccccc3o2)sc(C(C)=O)c1C | 1.7 | 26 | 2 | -13 | 3.5% | 8 | -4 | 4 | -9%
NC(=O)CC(NC(=O)Cc1ccc(Cl)cc1)c1ccc(NCCc2ccccc2F)c([N+](=O)[O-])c1 (stereo unspecified) | -0.1 | . | 0 | 9 | 5.3% | -4 | -4 | 1 | 7%
O=c1oc2ccccc2c2c1C1O[C@](c3ccsc3)(Cc3c1ccc1ccccc31)O2 | 1.2 | . | -2 | -14 | -0.4%[11.5 µM] | . | 1 | 9 | -24%[15.3 µM]
Cc1ccc(CNC(=O)C2CCN(S(=O)(=O)c3c(C)noc3/C=C/N(C)C)CC2)cc1 | 0.2 | -64* | -3 | -19 | 0.0% | 3 | 0 | 1 | -19%
N#Cc1ccccc1NC(=O)c1cc2c(=O)n3ccccc3nc2s1 | 2.9 | 6 | 9 | 4 | 0.0% | 1 | 1 | -1 | 91%[activator]
CN1C(=O)/C(=C/c2ccccc2OCc2ccccc2)NC1=S | 0.3 | 4 | -4 | -20 | 1.1% | -2 | -10 | 2 | ?
CCOCCOC(=O)c1ccc(-n2cnc(C)n2)nc1 | 1.0 | -3 | -9 | 6 | 3.4% | 10 | 2 | 5 | -5%
CCCCc1cc(=O)oc2cc(OCC(=O)N3CCC(C(=O)O)(c4ccccc4)CC3)ccc12 | -0.4 | . | -1 | -4 | 0.1% | 0 | -4 | 1 | -12%
CCOc1ccc(CCNC(=O)CCCn2nc(C)c3sc4ccccc4c3c2=O)cc1OCC | 0.3 | -9 | 1 | 0 | 0.0% | 8 | -2 | 0 | 4%
CCCCNC(=O)CC1NCCNC1=O (stereo unspecified) | 0.6 | -6 | 1 | -14 | -0.1% | -2 | -3 | 2 | -4%
CS(=O)(=O)Nc1ccc(C(=O)NC2CC3CCC2C3)cc1 (stereo unspecified) | 0.3 | 9 | -2 | 0 | 3.3% | 4 | -4 | 13 | -19%
Cc1cc(=O)c2ccc(C(F)(F)F)cc2[nH]1 | 0.2 | -15 | -3 | 11 | 0.0% | -3 | 3 | 3 | -3%
COc1ccc(Cl)cc1NC(=O)C/C(C)=N/NC(=O)C(=O)NCc1ccccc1 | -0.6 | 2 | 5 | 2 | -2.7% | 9 | -3 | 1 | 2%
C=CCNC(=O)NC(=O)COC(=O)/C=C/c1cccc([N+](=O)[O-])c1 | 0.0 | -5 | 7 | 0 | 3.2% | 11 | -8 | 4 | -5%
O=C(CSc1ncn[nH]1)NCc1ccccc1 | 1.6 | 0 | -5 | -4 | -0.3% | 2 | -4 | 0 | -9%
CCN1CCCC1CNC(=O)c1cc2cc(OC)c(OC)cc2[nH]1 (stereo unspecified) | 0.7 | 1 | 2 | 3 | 0.4% | -5 | 2 | 0 | -4%
O=c1c2cccnc2[nH]c(=S)n1Cc1ccccc1 | 0.2 | -3 | 32* | -8 | 8.1% | 11 | 4 | 2 | -3%
CCCC(=O)N1CCN(c2ccc(NC(=O)c3ccccc3)cc2)CC1 | 0.0 | -2 | 5 | 3 | 1.5% | 22 | 1 | 1 | ?
COCc1cc(C)n(CC(=O)Nc2ccc3c(c2)OCO3)c(=O)c1C#N | 0.2 | -13 | -3 | -14 | -0.5% | -10 | -6 | 3 | -3%
COc1ccc(OC)c(CNC(=O)c2cnc3c(C)cccn3c2=O)c1 | -0.4 | 0 | 5 | 16 | 3.9% | 7 | 2 | 1 | -6%
CCC(=O)C1=C(N2CCCC2)CC(C)(C)CC1=O | 0.0 | 3 | -3 | -11 | 2.5% | 4 | 0 | -1 | -5%
CC(C)(C)c1ccc(OCC(=O)NNC(=S)NC(=O)c2ccccc2[N+](=O)[O-])c(Br)c1 | -1.2 | -26 | 2 | -16 | 0.8% | -1 | -2 | 2 | ?
COc1cccc(CN(C(=O)COc2ccc(Cl)cc2)C2CCS(=O)(=O)C2)c1 (stereo unspecified) | -0.1 | -12 | 4 | 7 | 3.4% | 7 | -14 | 5 | -21%
C=CCn1cnc2c(c1=O)c1nc3ccccc3nc1n2Cc1ccccc1 | 0.5 | . | -1 | 5 | -0.6% | 4 | -6 | 0 | 2%
Cc1cc(C)cc(N(CC(=O)NCc2ccco2)C(=O)c2snc(C(N)=O)c2N)c1 | -0.5 | -60* | -4 | -2 | -1.0% | 9 | -3 | -3 | -21%
Cn1cc(CN2CCCC(C(=O)c3nccn3C)C2)c(-c2cccc(Cl)c2)n1 (stereo unspecified) | -0.3 | 15 | 16 | -2 | 1.2% | 0 | 4 | 2 | -10%
Cc1ccc(NC(=O)Cn2nnc(C(=O)NCc3cccs3)c2N)c(C)c1 | 1.2 | 14 | 7 | 8 | -0.1% | 5 | 3 | 1 | 0%
CCOC(=O)C1=C(CC)Nc2ccccc2N=C1N | 0.0 | -19 | 0 | -5 | -2.2% | 4 | 1 | 0 | -2%
CCCCn1c(SCC(=O)OCC)nc2c(sc(=S)n2-c2ccccc2OC)c1=O | -0.9 | -13 | -1 | -1 | -0.9% | 6 | -6 | 2 | -19%
CNS(=O)(=O)c1cccc(C(=O)NCC(c2cccs2)N2CCOCC2)c1 (stereo unspecified) | 0.0 | 7 | 4 | -9 | 0.4% | -2 | -7 | 0 | .
CCC(C(=O)OCC(=O)Nc1ccc(SC(F)F)cc1)c1ccccc1 (stereo unspecified) | 0.4 | -20 | 3 | -36* | -0.3% | 3 | -8 | 10 | -7%
Cc1c(/C=N/Nc2ccc([N+](=O)[O-])cn2)c2ccccc2n1Cc1ccccc1 | 2.5 | -3 | -8 | -12 | -0.9% | 13 | 2 | 5 | -12%
NNC(=O)c1cc(-c2cccs2)nc2ccccc12 | 1.4 | -1 | -6 | 22 | 4.1% | 1 | 0 | 6 | 7%
Cc1cc(S(=O)(=O)N2CCN(c3ccccc3O)CC2)c(C)s1 | -0.5 | 6 | -1 | 2 | -0.1% | -1 | 1 | 1 | -4%
O=S(=O)(Nc1nnc(C2CCCCC2)s1)c1ccc(F)cc1 | -0.5 | -8 | 0 | -8 | 2.8% | -13 | -5 | 0 | 13%
CCn1c(=O)n(-c2ccc3c(c2)OCO3)c2nc(-c3cccc(OC)c3OC)nc(C(N)=O)c21 | -0.3 | . | 10 | 2 | 13% | 2 | -1 | 2 | -4%
Nc1c(C(O)(C(F)(F)F)C(F)(F)F)cc(C(O)(C(F)(F)F)C(F)(F)F)c2ccccc12 | 2.1 | -17 | 2 | -30 | -4.5% | -4 | 4 | 40* | ?
CSc1nc(Cl)cc(Nc2ccccc2N)n1 | 0.3 | -3 | -5 | -27 | 1.5% | 1 | -9 | -1 | ?
CN1CCN(C(=O)c2ccc3c(c2)NC(=O)C(C)(C)O3)CC1 | 0.8 | 3 | 2 | 6 | 2.4% | 8 | 0 | 2 | -5%
CCN=C1SC(C(=O)Nc2ccccc2)CC(=O)N1CC (stereo unspecified) | 0.1 | -9 | 1 | 45 | 0.4% | 9 | -6 | 4 | -9%
CC(=O)c1c(N2CCN(c3ccc(F)cc3)CC2)nc(=S)n(-c2ccccc2)c1C | 0.0 | -5 | 17 | -9 | 4.8% | 10 | -5 | 0 | 1%
Cc1ccc(NC(=O)CN(C)Cc2nc3ccccc3c(=O)[nH]2)c(Br)c1 | 1.9 | -15 | -2 | -5 | 3.9% | -8 | 2 | 1 | -22%
CN(C)S(=O)(=O)c1ccc(C(=O)Nc2nc(-c3ccccc3)c(C(=O)c3ccccc3)s2)cc1 | 0.6 | 1 | -1 | -7 | 0.2% | 10 | 7 | -1 | 3%
Cc1ccc(/C=N/OC(=O)c2nn(C)cc2Cl)cc1 | -0.2 | -6 | 4 | 2 | 1.2% | . | 6 | -1 | -12%
Cn1c(N)c(C(=O)COC(=O)c2ccc([N+](=O)[O-])o2)c(=O)n(C)c1=O | -0.2 | 15 | 9 | -12 | 28% | . | -6 | 3 | -3%

Four entries already listed, ordered by SMILES length, high to low:
SMILES | TRHR ag | RXFP1 antag | TRHR enhancer | D1 antagonist | RXFP1 agonist | D2 potentiator | D1 potentiator | D1 ag | Apoferritin bind
Cn1c(N)c(C(=O)COC(=O)c2ccc([N+](=O)[O-])o2)c(=O)n(C)c1=O | -0.2 | 15 | 9 | -12 | 28% | . | -6 | 3 | -3%
CC(=O)c1c(N2CCN(c3ccc(F)cc3)CC2)nc(=S)n(-c2ccccc2)c1C | 0.0 | -5 | 17 | -9 | 4.8% | 10 | -5 | 0 | 1%
Cc1ccc(NC(=O)CN(C)Cc2nc3ccccc3c(=O)[nH]2)c(Br)c1 | 1.9 | -15 | -2 | -5 | 3.9% | -8 | 2 | 1 | -22%
Cc1ccc(/C=N/OC(=O)c2nn(C)cc2Cl)cc1 | -0.2 | -6 | 4 | 2 | 1.2% | . | 6 | -1 | -12%

Screening results as filed in PubChem BioAssay.
